# High-throughput results from PubChem.
# mcGAS RapidFire = inhibitors of Mus musculus cyclic GMP-AMP synthase, initial high-throughput assay, cell-free, RapidFire MS; Q8C6L5; recombinant mouse cGAS, cGAMP by RapidFire MS; inhibition, % at 12.5 µM; 130,000 tested, 0.18% active; AID 1259397, 2018;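 active = inhibition of cGAS enzyme activity at or above 60%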;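 also: enzyme stimulated by 45 bp dsDNA with ATP and GTP substrates; cGAMP share of summed cGAMP plus half ATP and half GTP signals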
# Target sequence (Q8C6L5 whole entry, looked up): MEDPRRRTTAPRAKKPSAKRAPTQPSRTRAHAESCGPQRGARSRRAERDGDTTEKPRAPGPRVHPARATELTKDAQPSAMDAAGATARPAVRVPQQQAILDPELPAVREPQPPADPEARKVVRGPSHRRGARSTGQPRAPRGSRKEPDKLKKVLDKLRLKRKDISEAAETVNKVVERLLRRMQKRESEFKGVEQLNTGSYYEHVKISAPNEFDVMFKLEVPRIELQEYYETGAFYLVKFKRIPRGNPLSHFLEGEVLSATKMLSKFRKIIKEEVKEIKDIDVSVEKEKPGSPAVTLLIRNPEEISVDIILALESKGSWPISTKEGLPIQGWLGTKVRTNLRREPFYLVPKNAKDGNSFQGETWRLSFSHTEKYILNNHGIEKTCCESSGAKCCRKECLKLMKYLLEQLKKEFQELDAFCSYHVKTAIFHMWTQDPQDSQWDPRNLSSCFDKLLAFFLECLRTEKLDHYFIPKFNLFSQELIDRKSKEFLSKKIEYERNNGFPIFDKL
# * marks the source's active call; other numbers are inactive results; & = joins results of further samples.
SMILES,mcGAS RapidFire
CCCNC(=O)C1(C)CCN(Cc2nccn2C)C1 (stereo unspecified),-3.0
CCNC(=O)C1CCCN(C(=O)NC(C)c2ccc(OC(F)F)cc2)C1 (stereo unspecified),-5.0
O=C1NC(Nc2nc3ccccc3s2)(C(F)(F)F)C(=O)N1C1CCCCC1 (stereo unspecified),-4.8
O=S(=O)(NCCn1ccnc1)C1=Cc2ccccc2CC1,-6.2
Cc1c(C(=O)O)c2cc(OCC(=O)O)ccc2n1-c1cccc(Cl)c1,-3.7
O=C(COc1cccc2cccnc12)NCC1CCCCC1,2.2
Cc1c(C(=O)NCCN(C)C)sc(=O)n1Cc1ccc(F)c(Cl)c1,-2.6
NC(=O)C1CCN(C(=O)CCc2nc3ccccc3n2-c2ccccc2)CC1,1.9
CC(C)c1csc(CN2CCC(CO)(CCCc3ccccc3)CC2)n1,-9.0
CCOC(=O)c1sc(NC(=O)C2(c3ccc(Cl)cc3)CC2)nc1C,-7.4
CC1(NC(=O)Cn2cc(C(F)(F)F)ccc2=O)CCS(=O)(=O)C1 (stereo unspecified),-3.5
CN(C(=O)c1ccc(F)cc1Cl)C1CCCCC1S(C)(=O)=O (stereo unspecified),2.7
Cc1ccc(CNC(=O)CC2CSc3nccc(=O)n32)cc1 (stereo unspecified),-4.3
Cc1ccc(NC(=O)[C@@H]2C[C@H](C(=O)O)CN(C(=O)c3ccccc3Cl)C2)cn1,-24.6
CC(C(=O)O)n1c(-c2cccs2)n[nH]c1=S (stereo unspecified),-0.1
O=C(NNC(=O)C12CC3CC(CC(C3)C1)C2)c1ccc(=O)[nH]n1,-31.7
N#CCc1cc(-c2ccc3c(c2)OCO3)on1,-5.8
CS(=O)(=O)N1CCC(Oc2ccccc2C(=O)NCCOc2cccnc2)CC1,0.1
COc1ncnc(OC)c1C(=O)O,15.1
Cc1nc2c(C#N)c[nH]n2c(=O)c1CC(=O)NC(c1ccccc1)C(C)C (stereo unspecified),0.3
Cc1nc2ccccc2n1C1CC(=O)N(c2ccc(Br)cc2)C1=O (stereo unspecified),-3.7
Cc1ccc(N(C)C(=O)Cc2ccc3ccccc3c2)cc1,1.8
O=S(=O)(Nc1cccc(S(=O)(=O)N2CCOCC2)c1)c1ccc2c(c1)OCCO2,-8.2
C(=C\c1ccccc1)/Cn1nnc(-c2cccs2)n1,-4.9
CSCCC(=O)NC(C)(C)c1ccc(C)cc1,-9.4

# Pulled one by one from the entries so far:
SMILES,mcGAS RapidFire
COc1ncnc(OC)c1C(=O)O,15.1
Cc1ccc(NC(=O)[C@@H]2C[C@H](C(=O)O)CN(C(=O)c3ccccc3Cl)C2)cn1,-24.6

# (next part)
SMILES,mcGAS RapidFire
CC1CCCN(Cc2cccc(C(=O)Nc3nccs3)c2)C1 (stereo unspecified),-6.8
Cc1cc(Cl)ccc1N=Cc1nc(-c2ccc(Br)cc2)oc1O,-3.3
O=C(O)CC1CNCCN(C(=O)CCc2c[nH]c3ccccc23)C1 (stereo unspecified),-6.6
O=S(=O)(c1cccc2c(S(=O)(=O)N3CCCC3)cccc12)N1CCCC1,-7.2
Cc1cc(N2CCOCC2)ccc1NC(=O)NCCc1cc(F)cc2c1OCOC2,-2.4
Cc1nc2ccccn2c(=O)c1NC(=O)CC(c1ccccc1)c1ccccc1,-13.4
CCCN1CCC(N(C)S(=O)(=O)C2Cc3ccccc3C2)CC1,-19.3
O=C(C(Br)=CNc1cc(Cl)ccc1Cl)C(F)(F)F,-2.1
O=C(CN1CCc2ccccc2C1CO)Nc1ccc(OC(F)F)cc1 (stereo unspecified),-0.9
Cc1ccc(-n2cccn2)c(CN2CCN(Cc3ccsc3)C(CCO)C2)c1 (stereo unspecified),-6.9
COc1cc(NC(=O)C(C)N2CCN(c3ccc(C(F)(F)F)cn3)CC2)cc(OC)c1 (stereo unspecified),-1.0
CN(C)c1ccc(/C=N\n2c(=O)c(C(C)(C)C)nn3cnnc23)cc1,-7.7
O=C1CCc2cc(C3=NNC(=NCC(F)(F)F)SC3)c(F)cc2N1,-2.3
CCOC(=O)C1CCN(Cc2nc(-c3ccccn3)no2)CC1,5.6
O=C1NCC(=O)N2CCN(C(=O)CCc3cccnc3)CC12 (stereo unspecified),-4.8
Cc1ccccc1C(=O)Oc1ccc(/C=N\n2c(=O)c(C(C)(C)C)nn3cnnc23)cc1,-6.0
CCN(CC)c1ccc(NC(=O)c2c3c(nn2C2CCS(=O)(=O)C2)CCC3)cc1 (stereo unspecified),-8.9
Cc1ccccc1NC(=O)CC(=O)N1CCC(O)(Cn2ccnc2)CC1,-3.1
O=C(CCl)N1CCN(S(=O)(=O)C=Cc2ccccc2)CC1,2.1
C=CCn1c(SCC(N)=O)nnc1-c1ccco1,-5.0
CCN(CC)S(=O)(=O)c1ccc(Cl)c(C(=O)NC2CCCCCC2)c1,-11.7
O=C(C1CCN(c2ccccc2[N+](=O)[O-])CC1)N1CCCCCCC1,-2.5
CCC1CCC(=NNC(=O)c2ccc(COc3ccccc3)cc2)CC1 (stereo unspecified),22.6
O=C(CCCn1cc([N+](=O)[O-])cn1)NC1CCCCCC1,-33.3
CC1(C)CC(=O)C2CC3=C(CC(C)(C)CC3=O)N=C2C1 (stereo unspecified),-8.1

# The last 7 compounds of the part above come first, to join the parts.
SMILES,mcGAS RapidFire
O=C(CCl)N1CCN(S(=O)(=O)C=Cc2ccccc2)CC1,2.1
C=CCn1c(SCC(N)=O)nnc1-c1ccco1,-5.0
CCN(CC)S(=O)(=O)c1ccc(Cl)c(C(=O)NC2CCCCCC2)c1,-11.7
O=C(C1CCN(c2ccccc2[N+](=O)[O-])CC1)N1CCCCCCC1,-2.5
CCC1CCC(=NNC(=O)c2ccc(COc3ccccc3)cc2)CC1 (stereo unspecified),22.6
O=C(CCCn1cc([N+](=O)[O-])cn1)NC1CCCCCC1,-33.3
CC1(C)CC(=O)C2CC3=C(CC(C)(C)CC3=O)N=C2C1 (stereo unspecified),-8.1
Cc1nc(-c2ccccc2)ccc1C(=O)N(C)c1cn[nH]c1,-6.4
CN(Cc1cc(-c2ccccc2)no1)Cc1cnc(N2CCCC2)s1,3.7
O=S1(=O)CCC(Nc2ncc(F)c(N3CCOCC3)n2)C1 (stereo unspecified),0.3
COCCCN(CC(=O)O)S(=O)(=O)c1cccc(Cl)c1,2.9
CCC(C)(C)C1CCC(NC(=O)c2cccc(-n3cnnn3)c2)CC1 (stereo unspecified),-1.4
Cc1cccnc1CN1CCN(Cc2cnc(-c3ccco3)nc2)CC1,-29.7
Fc1ccccc1-c1noc(-c2ccc(NCCc3cscn3)nc2)n1,-8.7
O=C(O)CCCc1cc(Cl)sc1Cl,-26.0
CC1(C)CC23C(=O)CCC(O)C2(C)CCC13 (stereo unspecified),-6.4
O=C(c1cn(Cc2ccc(F)cc2Cl)nn1)N1CCCCC1c1nccs1 (stereo unspecified),-4.5
CCC(C)NC(=O)C1CCCN1C(=O)c1cc(Cl)ccc1Cl (stereo unspecified),1.7
CCCCN(C(=O)c1cc(C#N)cs1)C(C)CC (stereo unspecified),2.9
O=C(CCOc1ccccc1)Nc1ccnn1C1CCN(C(=O)C2=CCCCC2)CC1,-11.9
CC(=O)NC(C(=O)N(C)Cc1cccc(Cl)c1Cl)C(C)C (stereo unspecified),-1.5
CC(C)(O)C#Cc1ccc(CN2CCCC(CNC(=O)c3cccnc3)C2)s1 (stereo unspecified),-11.7
O=C(O)c1cccnc1CN1CCC(C(O)Cc2ccccc2)CC1 (stereo unspecified),-12.0
O=C(CN(Cc1ccccc1Cl)S(=O)(=O)c1cccs1)NC1CCCCC1,-0.8
COC(=O)c1cccc(CN2CCC(n3nc(C)cc3C)C2)n1 (stereo unspecified),-16.7
CCOC(=O)C1(Cc2cccc(OC)c2)CCN(Cc2c(F)ccc(F)c2F)CC1,-6.5
CCn1c(C2CCCNC2)nn(Cc2noc(C3CC3)n2)c1=O (stereo unspecified),-17.6
COc1cc(OC)c(C2c3cccn3CCCN2Cc2ccoc2)cc1OC (stereo unspecified),-6.1
O=S1(=O)NC(=NC2CCc3ccccc32)c2ccccc21 (stereo unspecified),-5.2
OCC(CNc1ncnc2cc(Cl)ccc12)Cc1ccco1 (stereo unspecified),-5.2
COc1coc(C(=O)N2CCN(c3cccc(C(F)(F)F)c3)CC2)cc1=O,-6.9
CC(C)CN1CCNC(=O)C1CC(=O)N(C)Cc1cccc2cccnc12 (stereo unspecified),-0.9

# Nothing new here: two of the compounds above.
SMILES,mcGAS RapidFire
O=S1(=O)CCC(Nc2ncc(F)c(N3CCOCC3)n2)C1 (stereo unspecified),0.3
COCCCN(CC(=O)O)S(=O)(=O)c1cccc(Cl)c1,2.9

# Remaining list, next part:
SMILES,mcGAS RapidFire
CCN(Cn1nc(Nc2c(C)cc(C)cc2Cl)sc1=S)C1CCS(=O)(=O)C1 (stereo unspecified),-4.8
CC(C)CNC(=O)c1ccc(NC(=O)N(C)CC(C)C)cc1Cl,-54.3
CC1CC(C)(C)CC2(C1)NC(=O)N(CC(O)COCc1ccccc1Cl)C2=O (stereo unspecified),-3.4
C=CCn1cc(CN2CCC(c3nc(-c4ccccc4)no3)CC2)c(C)n1,-7.8
Nc1nc(N)nc(CSCc2ccccc2C(F)(F)F)n1,-31.6
Fc1ccc(Nc2nc3cc(Cl)ccc3o2)cc1Cl,-9.8
CC1CCC(NC(=O)CN2CC(C)OC(c3ccccc3)C2)CC1 (stereo unspecified),-7.4
N#Cc1c(N)nc(N2CCOCC2)c(C#N)c1C(C#N)Cc1ccccc1 (stereo unspecified),-8.9
OCCC1CN(Cc2cc3ccccc3o2)CCN1Cc1ccsc1 (stereo unspecified),-4.4
COc1cccc(NC(=O)C2CCCN(C)CC2)c1 (stereo unspecified),0.6
O=C(Nc1ccc(F)c(F)c1F)c1ccc(=O)n(Cc2cccc(Cl)c2)c1,-6.3
COC(=O)C1=NN(C(=O)c2cccc(OC)c2)C(C)(O)C1 (stereo unspecified),-3.2
CCNc1n[nH]c(=S)s1,53.6
NS(=O)(=O)c1ccc(CCN=Cc2cccc3ccccc23)cc1,21.9
COc1cc(CN2C(=O)C(C)ON=C2c2cccc(Cl)c2)cc(OC)c1 (stereo unspecified),-5.3
CC1(C)CC(NC2CC(C)(C)NC(C)(C)C2)CC(C)(C)N1,-10.9
Cc1onc(-c2ccccc2)c1C(=O)NCc1ccc2c(c1)OCO2,-4.0
COC(=O)C1C2C=CC3(CN(Cc4ccco4)C(=O)C13)O2 (stereo unspecified),-27.7
O=C(COC(=O)c1ccc(Br)o1)Nc1c(F)c(F)c(F)c(F)c1F,0.1
Cc1noc(C)c1C(C)C(=O)N1CCOC(C(N)=O)C1 (stereo unspecified),-3.1
Cc1nnc(CN(C)Cc2nc(-c3ccc(C(F)(F)F)cc3)oc2C)o1,-4.4
CCCn1ccc2c(nnc3c(-c4ccc(Cl)cc4)c(CC)nn32)c1=O,-11.3
CC1(C(=O)NCc2ccc(C(F)(F)F)cc2)CCN1Cc1csc2ccccc12 (stereo unspecified),-9.3
CCOc1ccc(/C=C/C(=O)Nc2nc3ccc(OC)cc3s2)cc1,4.1
CN1CCN(c2cc(C(F)(F)F)ccn2)CC1C(=O)O (stereo unspecified),-12.9
# Additional results:
SMILES,mcGAS RapidFire
CC(C)CC(C)(NCc1ccc(Cl)nc1)C(N)=O (stereo unspecified),-30.8
O=C1CSC(=S)N1NC(=S)Nc1ccc(SC(F)F)cc1,12.6
O=C(CC(=O)N1CCOCC1)N1CCOCC1,-0.4
COCCN1CCCC(O)(CN2CCC(C(N)=O)CC2)C1=O (stereo unspecified),-40.6
N#CCCNN=Cc1ccncc1,-9.3
CC1(C(=O)NS(=O)(=O)c2cccc(F)c2)CCN1C(=O)C/C=C/c1ccccc1 (stereo unspecified),-16.7
COCc1n[nH]c(=S)n1-c1ccc(Cl)c(Cl)c1,-1.6
CC(C)C1CC(CCN2CCCCC2)(c2ccccc2)CCO1 (stereo unspecified),0.1
CCCN(CC(=O)Nc1ccccc1C)C(=O)/C=C/c1ccc(Br)o1,-86.7
CCN(CC)Cc1cnc2c(C(=O)Nc3ccc4c(c3)COC4)cnn2c1,-43.9
Cc1cc(OC(C)C(=O)N(C)c2ccc(C(N)=O)cc2)ccc1Cl (stereo unspecified),-18.2&1.1
O=S(=O)(NCC1CCN(Cc2ccsc2)CC1)c1cccc2ccccc12,-1.6
CC(=O)c1ccc(NC(=O)CSc2nnnn2-c2cccc(F)c2)cc1,-3.7
O=[N+]([O-])c1cc(C(F)(F)F)cc([N+](=O)[O-])c1NN=C1CCCc2ccccc21,-4.3
COCCOC(=O)C1=C(C)N(C)C(=S)NC1c1ccc(N)cc1 (stereo unspecified),-2.7
CC(NC(=O)C(C)N1CCC(OCCN2CCOCC2)CC1)c1ccc(F)cc1 (stereo unspecified),-1.8
O=C1NCC2(CCCN(C(=O)COc3ccc4c(c3)OCO4)C2)O1 (stereo unspecified),-20.3
C=C(C)Cn1c(N2CCN(CC)CC2)nc2c1c(=O)[nH]c(=O)n2C,-0.3
COc1ccc(-c2cnc3c(c2)CCN3Cc2cccc(OC)c2)cc1,-3.0
Brc1ccc2nc(CSc3ncnc4sc5c(c34)CCCC5)cn2c1,-0.1
O=C(C1CNCCN1C(=O)CCc1cc(Cl)no1)N1CCOCC1 (stereo unspecified),-19.9
Cc1ccsc1/C=N\NC(=O)CSc1nnc(-c2ccccc2)n1-c1ccccc1,-11.1
CN1CCN(N=Cc2ccccc2I)CC1,1.2
COc1ccc(-n2c(C)cn3c4c(=O)n(C)c(=O)n(C)c4nc23)cc1Cl,-7.1
CC1CCCC(NC(=O)c2ccc(CSc3nnc4ccccn34)cc2)C1 (stereo unspecified),-7.3
# New compounds follow.
SMILES,mcGAS RapidFire
COc1cc(C(=O)N(C)CCOc2cccc(Cl)c2)cc(Cl)c1OC,9.4
CCCCn1c(=O)c2c(nc3n(CCOC)c(C)c(C)n23)n(C)c1=O,-4.7
CCN1CCN(CCC(=O)NC(C)c2nc3ccccc3n2C)CC1 (stereo unspecified),-7.0
Cn1cnc([N+](=O)[O-])c1NC1CCCCCCC1,-46.9
CN1c2ccccc2C(=O)NC12CCN(Cc1ccccc1)CC2,-6.3
COc1ccccc1NC(=O)C1=C(C)Nc2nc(-c3ccccc3)nn2C1c1cccs1 (stereo unspecified),-6.2
CCCN1CCCC[C@H]1C(=O)Nc1c(C)cccc1C,2.3
O=C(OCc1ccccc1)Oc1cncc(C(=O)O)c1,-10.2

# Some of the compounds tested; count on the stated rates, not on these rows.
